# TDP1 block: blocks human tyrosyl-DNA phosphodiesterase 1 | Q9NUW8 | recombinant TDP1, AlphaScreen DNA substrate cleavage | Potency, µM (highest dose often 130 µM), for the others: at the highest dose activity change, negative = inhibition, most hits filed as inhibitors | 350,000 tested, 0.28% active; further: nearly all actives have a fitted effect of over 40% in size
# Target sequence (Q9NUW8 whole entry, looked up): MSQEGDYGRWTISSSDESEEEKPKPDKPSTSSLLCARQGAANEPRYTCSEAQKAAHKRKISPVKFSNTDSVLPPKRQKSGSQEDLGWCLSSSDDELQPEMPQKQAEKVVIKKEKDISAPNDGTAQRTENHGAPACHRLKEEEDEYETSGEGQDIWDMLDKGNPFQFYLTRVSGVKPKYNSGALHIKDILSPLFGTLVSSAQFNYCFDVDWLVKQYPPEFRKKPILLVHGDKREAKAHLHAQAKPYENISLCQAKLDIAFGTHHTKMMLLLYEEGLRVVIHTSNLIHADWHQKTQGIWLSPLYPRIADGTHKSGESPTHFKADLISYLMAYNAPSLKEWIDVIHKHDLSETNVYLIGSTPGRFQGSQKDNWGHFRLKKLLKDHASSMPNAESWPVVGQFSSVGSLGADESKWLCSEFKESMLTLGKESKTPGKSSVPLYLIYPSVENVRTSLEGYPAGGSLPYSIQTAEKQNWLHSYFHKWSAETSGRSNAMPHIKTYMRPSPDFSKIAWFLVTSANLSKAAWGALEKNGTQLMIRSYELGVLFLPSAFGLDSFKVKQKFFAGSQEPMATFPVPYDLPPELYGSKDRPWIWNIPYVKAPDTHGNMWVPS
#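 Enzyme-compound mixtures sat 15 min at room temperature, followed by a 5 min reaction with 15 nM final substrate and 10 min with AlphaScreen beads. Recombinant human Tdp1 was used at 1 nM final.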
# TDP1 cell noCPT: qHTS for Inhibitors of human tyrosyl-DNA phosphodiesterase 1 (TDP1): qHTS in cells in absence of CPT. DT40 Tdp1-/- hTDP1 cells, no CPT, ATP luminescence, 48 h. Potency, µM (top dose mostly 46.2 µM), for inactives: top-dose activity change, negative = growth inhibition, usual class: inhibitors. 420,000 tested, 15% active. AID 686978, 2013; further: nearly all actives have a fitted effect of over 55% in size
#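 Luminescent ATP content (CellTiter-Glo) served as the growth readout. Knockout chicken DT40 cells expressing human TDP1 were exposed to compounds without camptothecin for a minimum 48 hr at 37 °C.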
# N370S GC mod: inhibitors or activators of N370S glucocerebrosidase for Gaucher disease. P04062. N370S GC spleen homogenate, 4MU-glucoside fluorescence. Potency, µM (doses to about 59.4 µM), for the others: at the top dose activity change, negative = inhibition, actives largely listed as inhibitors. 330,000 tested, 0.092% active;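 further: 0% = full enzyme activity and -100% = no enzyme basal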
# * hit, by the source's call; ? = inconclusive; . = not tested or not shown; [ ] = dose if it differs, or a comment. The call rests on the fitted dose curve; in most records, active means well fitted curve in the direction sought with a large enough effect; inconclusive means small, poorly fitted or top-dose-only effect, or another doubt; inactive means no such curve, though single readings can be large; an effect the other way counts as inactive or inconclusive. Unless noted, on the % scale 0 is the no-effect control and ±100 the full control effect; potency means the concentration at half of the fitted maximal effect. This is a subset; rates above refer to the full screens.
SMILES,TDP1 block,TDP1 cell noCPT,N370S GC mod
Cc1cc(-c2ccccc2)nc(SCc2ccc(C(=O)O)o2)n1,-1%,-16%,?
CC(=O)C(Sc1ccc2nnc(-c3ccc(F)cc3)n2n1)C(C)=O,1%,-28%,21%
CCN(c1ccccc1)S(=O)(=O)c1ccc(OC)c(NC(=O)C2CC(=O)N(Cc3ccccc3)C2)c1 (stereo not given),3%,?,-9%
COc1ccc(-c2csc3nc(-c4ccccc4OC)oc(=O)c23)cc1,0%,23µM*,-7%
COc1ccccc1N1N=C(c2ccc([N+](=O)[O-])cc2)CC1c1ccccc1 (stereo not given),.,?,-7%
COc1ccc(NC(=O)COC(=O)c2ccc3ccccc3n2)cc1,1%,-2%,.
CCN1CCN(C(CNS(=O)(=O)c2ccc(F)cc2)c2cccnc2)CC1 (stereo not given),0%,10%,-7%
Cc1noc(/C=C/NCc2cccnc2)c1S(=O)(=O)N(C)CC(=O)N1CCc2ccccc21,4%,-17%,1%
CN(C)c1ccc(P(=O)(Nc2ccc([N+](=O)[O-])cc2)N2CCOCC2)c(NC(=O)c2cccs2)c1 (stereo not given),6%,-21%,-14%
COC(=O)CNC(=O)Cc1c(F)cccc1Cl,-2%,-3%,-5%
Cc1nnc(SCC(=O)NCCc2ccccc2)s1,0%,-14%,-6%
COC(=O)c1nnn(-c2nc(N3CCOCC3)nc(N3CCOCC3)n2)c1C,2%,?,-8%
CCCCN(C)CCNC(=O)c1cc2c(-c3cccc(OC)c3)nn(C)c2s1,.,21µM*,-21%
CC(C)c1onc(C(=O)NCCc2ccccc2)c1[N+](=O)[O-],-2%,?,5%
CC(C)c1ccc(NC(=O)CN2C(=O)C3(SCC(=O)N3c3ccc(F)cc3)c3ccccc32)cc1 (stereo not given),6%,?,.
Cc1ccc(Nc2cc(=O)[nH]c(=O)[nH]2)cc1C,-5%,?,-1%
O=C(CSc1ccccn1)N1CCN(C(=O)CSc2ccccn2)CC1,6%,2%,4%
CCOC(=O)c1cnc(-c2ccccc2)nc1Oc1cccc(Cl)c1,2%,-8%,2%
CCN(CC)C(=O)c1[nH]cnc1C(=O)Nc1ccccc1,0%,6%,.
O=C(COC(=O)c1ccc(S(=O)(=O)N2CCOCC2)cc1)NC1CCCCCC1,2%,-3%,19%
CCOc1ccc(/C=N/N2CCN(Cc3ccccc3)CC2)cc1,9%,-7%,-15%
Cc1cc(=O)oc2cc(OCC(=O)OCC(=O)Nc3ccccc3Br)ccc12,5%,-17%,0%
Nc1ccc(-c2nc3nc(N)nc(N)c3nc2-c2ccc(N)cc2)cc1,9%,-22%,-10%
Cc1nc(-c2ccccc2)sc1-c1ccc(SCC(=O)NCc2ccc(Cl)cc2)nn1,-10%,?,.
COc1ccccc1CNC(=O)CSc1nnc2c(n1)[nH]c1ccc(F)cc12,?,-28%,-2%
O=C(O)c1ccc(NC(=O)c2ccc3c(c2)C(=O)N(c2ccccc2)C3=O)cc1,.,-26%,-1%
O=C1CSC(c2ccccc2)N1c1nc(-c2ccc(Cl)cc2Cl)cs1 (stereo not given),3%,?,9%
O=C(NC1CC1)C1CC(=O)N(c2ccccc2)C1 (stereo not given),.,-15%,1%
CC(C)(C)OC(=O)N1CCC(c2c(C(=O)O)cnn2-c2ccc(F)cc2F)CC1,-3%,-3%,.
N#Cc1c(N2CCCCC2)nc(N)c2c(N)nc(SCC(=O)O)cc12,50µM*,?,-20%
CN(c1ccccc1C(=O)Nc1ccc(S(=O)(=O)N2CCCC2)cc1)S(C)(=O)=O,-4%,4%,10%[12.8 µM]
COc1ccc(/C=N/n2c(N)nc(-c3ccccc3)c2-c2ccccc2)cc1,10%,16µM*,3%
COC(=O)N/N=C\c1ccc(OC/C=C/c2ccccc2)cc1,3%,-1%,?
Cc1nn(-c2ccccc2)c(OC(=O)c2ccccc2)c1S(=O)(=O)c1ccccc1,8%,1%,.
O=C(O)CN1C(=O)/C(=C\c2cccc(OCc3ccc(Cl)cc3)c2)SC1=S,2%,-3%,5%
CCN(CC)c1ccc(C2CC(=O)NC3=C2C(=O)CC(C)(C)C3)cc1 (stereo not given),1%,?,2%
COc1ccc(Cl)cc1NC(=O)NCC1CCN(C(=O)OC(C)(C)C)CC1,3%,-15%,3%
O=C(C1CCOCC1)N1CCCC(N2CCN(c3cccc(C(F)(F)F)c3)CC2)C1 (stereo not given),3%,-5%,-11%
CCCOc1ccc(C(=O)N/N=C/c2c[nH]c3ccc(Br)cc23)cc1,.,?,4%
CCOc1ccccc1NC(=O)CN1C(=O)NC(Cc2c[nH]c3ccccc23)C1=O (stereo not given),3%,2%,.
CCCn1c(=O)[nH]c(=O)c2c1nc(-c1ccccc1)n2CCN1CCOCC1,7%,1%,-22%
CCOc1ccc(CN2CCN(Cc3cnc(N4CCOCC4)s3)CC2CCO)cc1 (stereo not given),0%,-19%,-19%
CCn1c(CC(=O)Nc2ccc(F)cc2)nnc1SCC(=O)NC1=NCCS1,.,?,-4%
CC(O)CNc1nc2c(c(=O)n(C)c(=O)n2C)n1CCc1ccccc1 (stereo not given),6%,16µM*,5%
Cc1nc2ccccn2c(=O)c1NC(=O)c1ccccc1Cl,8%,-17%,.
COc1cc(Cl)c(C)cc1NC(=O)CSc1cc(=O)n(C)c2cc(Cl)ccc12,-5%,-19%,.
COc1ccc(C(C(=O)NC2CCCC2)N(CCC(C)C)C(=O)CCC(=O)Nc2cc(C)on2)cc1 (stereo not given),.,-28%,-13%
Cc1n[nH]c(C)c1CNCc1c(C(=O)N2CCCCCCC2)nc2ccc(Cl)cn12,.,3%,-2%
C=CCN=C(NC#N)SCC(=O)c1cccc(OC)c1,3%,-23%,20%
C=CCSc1nnc(-c2ccccc2NC(=O)CC)c(=O)[nH]1,0%,0%,-10%
Cc1ccc(NC(=O)c2cc([N+](=O)[O-])ccc2N2CCOCC2)cc1S(=O)(=O)N1CCOCC1,4%,-27%,-10%
CC1Cc2cc(S(=O)(=O)N3CCC(C(=O)NCc4ccco4)CC3)ccc2N1C(=O)C1CCC1 (stereo not given),3%,23µM*,-3%
O=C(CNC(=O)c1ccccc1F)Nc1ccc2c(c1)OCO2,5%,15%,.
O=C(c1cccs1)n1nc(NCc2ccccc2)nc1NCc1ccccc1,-3%,-25%,10%
COc1ccc(OCC(=O)NNc2nc3ccccc3s2)cc1,6%,2%,16%
Cc1[nH]c2ccc(C(=O)NCCc3ccccc3Cl)cc2c1C,8%,?,.
CCOC(=O)CSc1nnc(NC(=O)c2cccc([N+](=O)[O-])c2)s1,2%,6%,1%
C=Cc1ccc(Cn2c(C(=O)O)c(CNCc3ccc(F)cc3)c3ccc(C)cc32)cc1,8%,23µM*,.
O=C(CCSc1ccc(Cl)cc1)Nc1cccnc1,-5%,?,11%
CCOc1ccc(Oc2ccccc2NC(=O)CN2C(=O)NC3(CCCC3)C2=O)cc1,-2%,?,-1%

# Quoted at random: two compounds from above.
SMILES,TDP1 block,TDP1 cell noCPT,N370S GC mod
O=C1CSC(c2ccccc2)N1c1nc(-c2ccc(Cl)cc2Cl)cs1 (stereo not given),3%,?,9%
C=CCN=C(NC#N)SCC(=O)c1cccc(OC)c1,3%,-23%,20%

# The results go on.
SMILES,TDP1 block,TDP1 cell noCPT,N370S GC mod
Cc1ccc(NS(=O)(=O)c2ccc3c(c2)n(C)c(=O)n3C)c(C)c1,4%,?,-3%
CC[C@H](C)[C@H](NC(=O)[C@H](Cc1ccc(O)cc1)NC(=O)[C@H](Cc1cnc[nH]1)NC(=O)[C@H](CCCNC(=N)N)NC(=O)[C@H](CC(C)C)NC(=O)[C@H](C)NC(=O)[C@H](CO)NC(=O)[C@H](Cc1ccc(O)cc1)NC(=O)[C@H](Cc1ccc(O)cc1)NC(=O)[C@H](CCCNC(=N)N)NC(=O)[C@H](C)NC(=O)[C@H](CC(C)C)NC(=O)[C@H](CC(=O)O)NC(=O)[C@H](CCC(=O)O)NC(=O)[C@H](C)NC(=O)[C@@H]1CCCN1C(=O)[C@H](C)NC(=O)[C@H](CC(=O)O)NC(=O)[C@H](CCC(=O)O)NC(=O)CNC(=O)[C@@H]1CCCN1C(=O)[C@H](CC(N)=O)NC(=O)[C@H](CC(=O)O)NC(=O)[C@@H]1CCCN1C(=O)[C@H](CCCCN)NC(=O)[C@H](CO)NC(=O)[C@@H]1CCCN1C(=O)[C@@H](N)Cc1ccc(O)cc1)C(=O)N[C@@H](CC(N)=O)C(=O)N[C@@H](CC(C)C)C(=O)N[C@H](C(=O)N[C@H](C(=O)N[C@@H](CCCNC(=N)N)C(=O)N[C@@H](CCC(N)=O)C(=O)N[C@@H](CCCNC(=N)N)C(=O)N[C@@H](Cc1ccc(O)cc1)C(N)=O)[C@@H](C)O)[C@@H](C)CC,8%,.,-3%
CN(C)C(=C(C#N)C#N)N1CCN(c2ccc(Cl)c(Cl)c2)CC1,-4%,?,1%
Cc1ccc(CNC(=O)c2ccc(CNS(=O)(=O)c3ccc4c(c3)C(C)(C)C(=O)N4C)cc2)o1,.,-4%,-6%
CCOC(=O)c1c(-c2ccccc2)csc1NC(=O)C(C)NCCCN1CCOCC1 (stereo not given),-6%,?,-14%
CCN(CC)S(=O)(=O)c1ccc(-c2nnc(SCC(N)=O)n2CC)cc1,9%,0%,12%
O=C(NC(=S)N1CCCCCC1)c1ccc(Cl)cc1Cl,3%,?,7%
COc1ccc(CNC(=O)CSc2ncc3c(n2)-c2cc(Cl)ccc2N(C)S3(=O)=O)cc1,5%,-26%,.
Cn1c(=O)oc2cc(S(=O)(=O)N3CCCC(C(=O)N4CCn5c4nc4ccccc45)C3)ccc21 (stereo not given),3%,.,-16%
O=C(COC(=O)c1nn(CCO)c(=O)c2ccccc12)Nc1ccc(Cl)c(Cl)c1,1%,-30%,.
COCC(=O)n1nc(NCc2ccc(OC)cc2)nc1NCc1ccc(OC)cc1,4%,?,6%
Cc1cc(C)cc(NC(=O)c2cc(=O)c3ccccc3o2)c1,3%,-13%,6%
O=C(Nc1cc(C(F)(F)F)ccc1N1CCOCC1)c1cn2ccccc2n1,-7%,-6%,13%
Cc1ccc(Cn2c(C(=O)O)cc3sccc32)cc1,5%,-22%,9%
CCN(CC)S(=O)(=O)c1cc(-c2nnc(-c3ccc(Br)cc3)o2)ccc1Br,3%,9.2µM*,-10%
Fc1cccc(Cl)c1Cc1noc(/C=C/c2ccccc2)n1,-11%,-14%,-3%
CC(=O)Nc1sc(N/N=C/c2ccccc2F)nc1-c1ccc(C)cc1,.,?,-23%
CCC(=O)N1CCc2cc(S(=O)(=O)NCCC(=O)N3CCN(c4ccccc4)CC3)ccc21,6%,21µM*,0%
CCN(C(=O)COC(=O)CN(C)S(=O)(=O)c1ccc(NC(C)=O)cc1)C1CCS(=O)(=O)C1 (stereo not given),-1%,10%,-1%
OCc1cccc(Nc2ncnc3sc4c(c23)CCCCC4)c1,13%,?,0%
CCN1CCCC1CNCc1cccc(OC)c1OCc1ccccc1 (stereo not given),8%,-29%,1%
CC(C)(C)OC(=O)NCCCC[C@H](NC(=O)c1nc[nH]c1C(=O)NC(c1ccccc1)c1ccccc1)C(=O)OC(C)(C)C,9%,?,17%
O=C(COC(=O)c1ccc(Br)cc1)NCCC1=CCCCC1,-3%,0%,0%
CN1CCC(N(C)S(=O)(=O)c2ccc(NC(=O)COc3ccc([N+](=O)[O-])cc3)cc2)CC1,1%,-25%,-8%
Cc1ccc(N/N=C/c2ccncc2)cc1,.,10%,-13%
Cc1cc2c(nc1C)CCCN2C[C@H](C)O/N=C\[C@@H](C)[C@H](OCc1ccccc1)C(C)C,5%[21 µM],.,-17%[12.8 µM]
O=C(Nc1ccc(Cl)cc1)Nc1nc(-c2ccccc2)cs1,-1%,-19%,-5%

# Structures listed so far that have two or more sulfur atoms (11):
SMILES,TDP1 block,TDP1 cell noCPT,N370S GC mod
Cc1nnc(SCC(=O)NCCc2ccccc2)s1,0%,-14%,-6%
O=C(CSc1ccccn1)N1CCN(C(=O)CSc2ccccn2)CC1,6%,2%,4%
Cc1nc(-c2ccccc2)sc1-c1ccc(SCC(=O)NCc2ccc(Cl)cc2)nn1,-10%,?,.
O=C1CSC(c2ccccc2)N1c1nc(-c2ccc(Cl)cc2Cl)cs1 (stereo not given),3%,?,9%
CN(c1ccccc1C(=O)Nc1ccc(S(=O)(=O)N2CCCC2)cc1)S(C)(=O)=O,-4%,4%,10%[12.8 µM]
O=C(O)CN1C(=O)/C(=C\c2cccc(OCc3ccc(Cl)cc3)c2)SC1=S,2%,-3%,5%
CCn1c(CC(=O)Nc2ccc(F)cc2)nnc1SCC(=O)NC1=NCCS1,.,?,-4%
CCOC(=O)CSc1nnc(NC(=O)c2cccc([N+](=O)[O-])c2)s1,2%,6%,1%
CCN(CC)S(=O)(=O)c1ccc(-c2nnc(SCC(N)=O)n2CC)cc1,9%,0%,12%
COc1ccc(CNC(=O)CSc2ncc3c(n2)-c2cc(Cl)ccc2N(C)S3(=O)=O)cc1,5%,-26%,.
CCN(C(=O)COC(=O)CN(C)S(=O)(=O)c1ccc(NC(C)=O)cc1)C1CCS(=O)(=O)C1 (stereo not given),-1%,10%,-1%

# Compound activity (PubChem BioAssay)
